Assay outcomes: PubChem, Icahn School of Medicine at Mount Sinai
ROC1-CUL1 inh: human ROC1-CUL1 E3 ligase inhibition; P62877+Q13616; in vitro K48 di-Ub FRET, acceptor:donor ratio, 45 min; inhibition, % at 10 µM; hit rate 0.6% among 140,000; AID 1347404; in the data active means inhibition above about 25%
Target sequence (P62877 whole entry, looked up): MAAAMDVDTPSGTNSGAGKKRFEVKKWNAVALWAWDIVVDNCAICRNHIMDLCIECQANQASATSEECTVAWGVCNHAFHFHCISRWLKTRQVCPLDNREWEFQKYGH
Target sequence (Q13616 whole entry, looked up): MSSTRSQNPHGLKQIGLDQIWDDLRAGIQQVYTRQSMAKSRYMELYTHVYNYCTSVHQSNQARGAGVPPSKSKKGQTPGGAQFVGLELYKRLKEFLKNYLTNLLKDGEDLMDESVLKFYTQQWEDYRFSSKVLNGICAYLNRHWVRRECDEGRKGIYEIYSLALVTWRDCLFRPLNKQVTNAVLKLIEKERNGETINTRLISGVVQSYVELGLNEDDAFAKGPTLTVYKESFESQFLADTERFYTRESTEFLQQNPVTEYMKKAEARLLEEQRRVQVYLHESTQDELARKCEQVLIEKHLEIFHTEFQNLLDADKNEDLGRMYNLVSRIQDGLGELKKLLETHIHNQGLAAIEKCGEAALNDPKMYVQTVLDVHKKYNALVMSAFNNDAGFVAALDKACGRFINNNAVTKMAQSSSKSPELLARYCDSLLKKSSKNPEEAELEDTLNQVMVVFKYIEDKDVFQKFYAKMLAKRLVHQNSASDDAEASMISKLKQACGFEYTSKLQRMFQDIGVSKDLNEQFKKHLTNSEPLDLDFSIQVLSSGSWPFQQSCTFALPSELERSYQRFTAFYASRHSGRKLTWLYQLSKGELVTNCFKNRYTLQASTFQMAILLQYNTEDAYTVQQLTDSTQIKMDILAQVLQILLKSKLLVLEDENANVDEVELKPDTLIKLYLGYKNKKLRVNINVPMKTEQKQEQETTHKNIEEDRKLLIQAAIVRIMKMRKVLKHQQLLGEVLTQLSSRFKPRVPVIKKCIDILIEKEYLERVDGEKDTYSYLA
* hit, by the source's call. The list is partial; the hit share may differ from the screen's.

ROC1-CUL1 inh	smiles
4.1	CCOc1ccc2nc(NC(=O)CS(=O)(=O)c3ccc(Cl)cc3)sc2c1
1.1	CSc1nc2ccc(S(=O)(=O)N3CCOCC3)cc2s1
-0.9	COCCC1CCCCN1C(=O)c1cccc(OC2CCN(S(C)(=O)=O)CC2)c1 (stereo not given)
0.9	Cc1ccc2oc(=O)c3cc(C(=O)N4CCN(c5ccccc5F)CC4)sc3c2c1
-2.2	COc1ccc(C(=O)Nc2ccc3c(c2)CCCN3C(=O)c2cccs2)c(OC)c1
2.9	CCCCn1c(CN2CCCCC2CCCO)cnc1S(=O)(=O)CC (stereo not given)
1.1	CCCCC(=O)Nc1nc2ccc(OCC)cc2s1
-5.2	CN(CCc1ccccc1)C1(C(=O)NCC(N)=O)Cc2ccccc2C1
4.3	Cc1cc(/C=C2/SC(=Nc3ccccc3)NC2=O)c(C)n1-c1ccccc1
4.2	CCOC(=O)c1cccc(NC(=O)Cc2cccs2)c1
2.2	CC(C)(C)OC(=O)Nc1ccc(OCC2CCCO2)cc1 (stereo not given)
0.1	Cc1ccc(N(CC(=O)Nc2ccccc2C(=O)NCc2ccco2)S(=O)(=O)c2ccccc2)cc1C
7.4	O=C(Cc1ccc(N2CCC(NCCOc3cccnc3)CC2)cc1)NCCc1cccc(F)c1
2.3	COc1ccc(C(=O)Cc2cccc(OC)c2C(=O)N(C)C)cc1OC
4.4	CC1CC(C)CN(C(=O)Cn2cnc3sc4c(c3c2=O)CCCC4)C1 (stereo not given)
0.4	CNCCOC1(c2ccccc2C)CCCCC1C (stereo not given)
-9.0	O=C(Oc1ccc(OC(=O)c2ccco2)c(S(=O)(=O)c2ccc(Br)cc2)c1)c1ccco1
-4.4	COc1ccc(CCNC(=O)c2ccc3c(c2)nc2n3CCOC2)cc1OC
-3.5	CCn1cc(CN2CCC3(CCCN(Cc4ccccc4F)C3=O)C2)cn1 (stereo not given)
2.8	O=C(Cn1c2ncccc2c(=O)n1-c1ccccc1)NCc1ccccc1
3.0	CCOc1ccc(NC(=O)c2c(NC(=O)c3ccncc3)sc3c2CCC(C(C)(C)C)C3)cc1 (stereo not given)
0.8	CC(C)c1ccc(NC2CCCN(C(=O)CCC3=NNC(=O)CC3)C2)cc1 (stereo not given)
3.5	CCN(C(=O)c1coc(=O)c2ccccc12)c1ccccc1C
1.7	CN1CCN(CC2COc3ccccc3O2)CC1 (stereo not given)
2.8	CC(NCc1ccccc1)C1COc2ccccc2O1 (stereo not given)

Six compounds picked at random from those above:
ROC1-CUL1 inh	smiles
1.7	CN1CCN(CC2COc3ccccc3O2)CC1 (stereo not given)
1.1	CCCCC(=O)Nc1nc2ccc(OCC)cc2s1
-4.4	COc1ccc(CCNC(=O)c2ccc3c(c2)nc2n3CCOC2)cc1OC
2.2	CC(C)(C)OC(=O)Nc1ccc(OCC2CCCO2)cc1 (stereo not given)
2.8	CC(NCc1ccccc1)C1COc2ccccc2O1 (stereo not given)
2.8	O=C(Cn1c2ncccc2c(=O)n1-c1ccccc1)NCc1ccccc1

Returning to the listing, starting 2 compounds before the break.
ROC1-CUL1 inh	smiles
1.7	CN1CCN(CC2COc3ccccc3O2)CC1 (stereo not given)
2.8	CC(NCc1ccccc1)C1COc2ccccc2O1 (stereo not given)
5.8	COc1ccc(CNc2cc(C)cc(C)c2)c2ccccc12
1.7	COc1ccccc1C(=O)CC(c1c(Cl)cccc1Cl)C(C#N)C#N (stereo not given)
0.6	CC1=C(C)C[C@@](SC#N)(c2ccccc2)S(=O)C1 (stereo not given in full)
-9.6	Cn1c(=S)ssc1=NC(=Nc1ccccc1)c1ccccc1
1.3	CO/C=C/C1C(c2ccc([N+](=O)[O-])cc2)C(C#N)=C(c2ccccc2)OC1(OC)OC (stereo not given)
4.6	CCN(C(=O)C12CCC(C)(C(=O)O1)C2(C)C)c1ccccc1 (stereo not given)
1.0	CC(=O)N1CCN(c2ccccc2NC(=O)C(C)C)CC1
6.3	CC(C)c1ccc(CN2CCCC(O)(CN(C)C3CCOCC3)C2=O)cc1 (stereo not given)
-7.9	CCOc1ccc(NC(=O)CSc2nnc(C)c(=O)n2N)cc1
4.8	CC(=O)Nc1ccc2ncccc2n1
-2.9	O=C(O)CCc1cn(C2CCN(C(=O)NC3CCCCC3)CC2)nn1
4.3	Nc1nc(SCC(=O)c2ccccc2)nc2sc3c(c12)CCCCC3
-11.8	N#CC1C(N)=Nc2oc(-c3ccccc3)nc2C1c1ccccc1 (stereo not given)
-11.3	CCNC(=O)c1cn(CC(C)C)cc(C(=O)NCCC(C)C)c1=O
-2.1	Cc1ccc2oc(-c3cccc(N=Cc4c(O)ccc5ccccc45)c3)nc2c1
2.9	C=Cc1ccc(Cn2c(SCC(=O)N3CCN(c4ccc(F)cc4)CC3)nc3ccccc32)cc1
-1.2	CCOC(=O)c1c(C)[nH]c(C)c1S(=O)(=O)N1CCCC(C(=O)Nc2ccc(F)cc2F)C1 (stereo not given)
-5.7	O=C1c2c(c3cc(Cl)ccc3n2Cc2ccccc2)CCC1(Cc1ccccc1)Cc1ccccc1
3.9	O=C(Nc1ncc(Cc2ccccc2Cl)s1)c1ccc2c(c1)CC(c1ccccc1)OC2=O (stereo not given)
9.2	CCOc1ccc2nc(Cl)c(C3CC(c4ccccc4)=NN3C(=O)CCC(=O)O)cc2c1 (stereo not given)
1.6	O=C(NCCN1CCOCC1)c1ccc(N2CCC(NCc3cnn(-c4ccccc4)n3)CC2)cc1
-7.1	CCN1CCN(C(=O)c2ccc3c(c2)N(Cc2ccccc2F)C(=O)c2ccccc2S3(=O)=O)CC1
-1.3	CC1=CC(=C2C(=O)c3ccccc3C2=O)C=C(C)N1CCOCCO
1.0	CSC1=N/C(=C\c2ccccc2O)C(=O)N1C
-3.7	CCOc1c(S(=O)(=O)N2CCCCC2)ccc(Cl)c1Cl

Carrying on:
ROC1-CUL1 inh	smiles
-0.3	O=C(Cc1c(F)cccc1Cl)NCCN1CCCCC1
-2.5	Cc1c(/C=N/NC(=O)COc2c(Cl)cc(Cl)cc2Cl)c2ccccc2n1Cc1ccccc1
-3.8	COc1cccc(CNC(=O)c2cc(S(=O)(=O)N3CCCCC3)c[nH]2)c1
-3.2	Cc1cc(O)ccc1NC(=O)CCC(=O)O
-0.9	CCCc1ccc(OCCNC(=O)CCNC(=O)Nc2cccc(Cl)c2)cc1
2.4	CCCCCCCC1OC(=O)CC1C(=O)O (stereo not given)
-1.1	O=C(NC(Nc1cccc(C(F)(F)F)c1)C(Cl)(Cl)Cl)c1cccc2ccccc12 (stereo not given)
4.4	Cc1cc(C(=O)N2CCC(C3CCN(CC(C)C)CC3)C2)c(C)o1 (stereo not given)
-2.0	COCC(C)NC(=O)c1coc(COc2ccc(F)cc2)n1 (stereo not given)
6.0	CC(C)Cc1ccc(CN2CCOc3ccc(CN4CCC(O)(c5cccnc5)CC4)cc3C2)cc1
11.4	c1ccn2c(Cc3nnc4ccccn34)nnc2c1
-5.7	Cc1csc(SCC(=O)N2CCC3(CC2)CC3C(=O)NCCc2nc3ccccc3n2C)n1 (stereo not given)
1.7	CCCCCCSc1nnc2n1C(=N)CC(=O)N2
1.3	O=C(CSc1nc(-c2ccc(F)cc2)cs1)Nc1ccc(N2CCOCC2)c(Cl)c1
3.7	CC(=O)Nc1ccc(NC(=O)c2cc3sccc3n2Cc2ccc(F)cc2)cc1
-0.2	COc1ccc(NC(=O)CSc2nnc3scc(-c4ccc(Cl)cc4)n23)cc1
-13.3	C=CCOc1ccc2c(=O)c(Oc3cc(C)cc(C)c3)c(C(F)(F)F)oc2c1
4.1	Cc1cc(C)c(NC(=O)Cn2nnc3sc4c(c3c2=O)CCC(C(C)(C)C)C4)c(C)c1 (stereo not given)
-1.2	NC(=O)c1ccc(NC(=O)NC2CCCCC2)cc1
2.6	CC1=C(c2ccccc2)C(c2ccccc2)CC1=O (stereo not given)
-0.8	O=C(c1cccs1)c1coc2c(Cl)c(Cl)c(O)cc12
1.2	CC(C)C(NC(=O)CN(c1ccc2c(c1)OCCO2)S(=O)(=O)c1ccccc1)C(C)C
7.0	COc1ccc(Cl)cc1NC(=O)CSc1nnc(COc2c(C)cccc2C)n1C
1.7	CC1=NC(=NC(N)=Nc2cccc(C)c2)NC(=O)C1Cc1ccccc1 (stereo not given)
8.3	Cc1cc(=O)oc2c(C(=O)/C=C\c3cccs3)c(O)ccc12

The list goes on:
ROC1-CUL1 inh	smiles
-5.1	CCOc1cc2oc(=O)cc(-c3ccccc3)c2cc1Cl
4.6	CC(=O)N1c2ccc(S(=O)(=O)Nc3ccc(Cl)cc3C)cc2CC1C (stereo not given)
-2.7	COc1cccc(CCC2CCCN(Cc3cnn(C)c3C)C2)c1 (stereo not given)
5.1	O=C(NC1CCCc2ccccc21)c1coc(CN2CCN(c3ncccn3)CC2)n1 (stereo not given)
-7.5	CCCCCc1nnc(NC(=O)N2CCN(Cc3ccncc3)CC2)s1
13.5	CC(C)Oc1ccc(NC(=O)C2CCCNC2=O)cc1 (stereo not given)
-6.6	COc1cc(C2c3c(-c4c(C)cc(C)cc4O)n[nH]c3C(=O)N2CCO)cc(OC)c1OC (stereo not given)
7.7	COCCNC(=O)CCC1CCN(C(=O)CSC)CC1
0.4	CCc1nn(CC(=O)NCCCN2CCN(C)CC2)c(=O)c2cc3occc3n12
1.8	Nc1ccc(C(=O)NNc2c(Cl)cc(Cl)cc2Cl)cc1
7.1	NCc1cc(NCC2(c3ccc(F)cc3)CCOC2)ncn1 (stereo not given)
5.7	COc1ccc(-c2ccc(NS(=O)(=O)c3ccccc3Cl)cc2)nn1
1.7	CS(=O)(=O)N(CC(=O)Nc1ccc(Br)cc1F)C1CCCCC1
1.6	O=C1NN(c2ccc(Br)cc2)C(=O)/C1=C\c1ccc(O)cc1
-14.7	Cc1c(Cl)cccc1NC(=O)CSc1ncnc2c1cnn2CCc1ccccc1
8.8	COCc1nnc(NC(=O)COc2ccc(C)cc2Br)s1
-0.2	Cc1ccccc1N1C(=O)CC(N2CCC(Cc3ccccc3)CC2)C1=O (stereo not given)
7.8	O=C(c1cccc(F)c1)N1CCC(c2c[nH]c3ccccc23)(c2c[nH]c3ccccc23)CC1
-2.3	COc1ccc(OC)c(NC(=O)c2cc3cc(C)ccc3n2C)c1
-2.3	Cn1nc2c(c1C(=O)N1CCOc3ccc(CN4CCN(c5ccccc5)CC4)cc3C1)CCCC2
3.5	CN1CCN(C(=O)NCC2CC(=O)N(Cc3ccccc3)C2)CC1 (stereo not given)
-0.9	Cc1c(C(=O)NCc2ccccc2Cl)sc2nc3n(c(=O)c12)CCCC3
2.1	COc1ccc(Nc2nnc(Cc3ccc(OC)c(OC)c3)c(=O)[nH]2)cc1
-3.0	Cc1cc(C=C2C(=O)c3ccccc3C2=O)cc(C(C)(C)C)c1O
10.3	COc1ccc(C(=O)NC(c2ccccc2Cl)c2cc(Cl)c3cccnc3c2O)cc1 (stereo not given)

Another view of some results above.
SMILES | ROC1-CUL1 inh
Cc1csc(SCC(=O)N2CCC3(CC2)CC3C(=O)NCCc2nc3ccccc3n2C)n1 (stereo not given) | -5.7
CCCc1ccc(OCCNC(=O)CCNC(=O)Nc2cccc(Cl)c2)cc1 | -0.9
CN(CCc1ccccc1)C1(C(=O)NCC(N)=O)Cc2ccccc2C1 | -5.2
CCN1CCN(C(=O)c2ccc3c(c2)N(Cc2ccccc2F)C(=O)c2ccccc2S3(=O)=O)CC1 | -7.1
CC(C)(C)OC(=O)Nc1ccc(OCC2CCCO2)cc1 (stereo not given) | 2.2

New compounds follow
ROC1-CUL1 inh	smiles
-1.3	C[C@@H]1CN(C2(C(=O)NC3CCC(O)CC3)Cc3ccccc3C2)C[C@H](C)O1 (stereo not given in full)
7.7	COCC(C)NC(=O)c1ccc(N2CCOCC2)cc1 (stereo not given)
2.8	COc1cc(NC(=O)Cn2cc(S(=O)(=O)c3ccccc3)c(=O)c3ccccc32)cc(OC)c1
-3.5	COc1cccc(-c2nn3c(Cc4ccccc4C)nnc3s2)c1OC
0.7	NC(=S)Nc1ccc2c3c(cccc13)CC2
-1.5	COc1ccc(C(Cc2ccccc2)NC(=O)c2cccc(I)c2)cc1OC (stereo not given)
-1.2	CC(=O)NC1=NN(C(C)=O)C(C)(c2ccc(-c3ccccc3)cc2)S1 (stereo not given)
2.3	CC1CC(C)CN(S(=O)(=O)c2cccc(C(=O)O)c2)C1 (stereo not given)
8.5	COc1cccc(N2C(=O)/C(=C/c3ccc(O)cc3)SC2=S)c1
1.4	O=C1c2ccccc2SC1C=Nc1ccc([N+](=O)[O-])cc1O (stereo not given)
-5.1	CCC1(c2ccccc2)NC(=S)N(c2ccc(Br)cc2)N1 (stereo not given)
1.7	O=C(CSc1nnc(-c2ccc(O)cc2)n1Cc1ccccc1)Nc1ccccc1Br
7.6	CC(C)(C)c1nnc(NC(=O)c2ccccc2)s1
1.4	Cc1ccccc1NC(=O)c1ccc(CN2CCCCC2)cc1
3.2	Cc1ccccc1N(C)S(=O)(=O)c1nnc(NC(=O)c2ccccc2F)s1
-3.0	CN(C)CCNc1cc(-c2ccncc2)nc2ccccc12
3.0	CC(C)C(CO)NC(=O)C1(N2CCCCC2)Cc2ccccc2C1 (stereo not given)
-7.8	COc1ccc(-n2c(SC(F)F)nnc2-c2cccs2)cc1
2.2	CCC(=O)N1c2nc(C(C)C)nn2C2(CCCCC2)[C@@H]2CCCC[C@@H]21
-1.8	CC(C)CC(C)NC(=O)C(C)c1cccc(C(=O)c2ccccc2)c1 (stereo not given)
4.4	Cc1c(C#N)c(N)c(C(=O)c2ccc(Br)cc2)n1-c1ccc(Cl)cc1
-1.6	Clc1ccc(-c2nnc3sc(/C=C/c4cccnc4)nn23)cc1
-4.4	Cc1ccc(NC(=O)Cn2c(=O)n(Cc3ccc(F)cc3)c(=O)c3cccnc32)cc1C
-2.9	Cn1nc(C(=O)Nc2cc(F)ccc2F)c2c1-c1ccccc1SC2
10.0	Cc1nc2ncc3c(=O)n(CCCN4CCOCC4)ccc3n2n1
-8.5	O=C(CSc1nc2c(oc3ccccc32)c(=O)n1Cc1ccco1)Nc1cccc(Cl)c1
11.4	CCN1CCCCC1C(=O)NCc1cccnc1Oc1ccc(F)c(F)c1 (stereo not given)
